Screening results: PubChem BioAssay, The Scripps Research Institute Molecular Screening Center
MBD2 inh = inhibitors of MBD2 binding to methylated DNA, primary screen, biochemical, TR-FRET, DNA-binding domain, human; inhibition, % at 4.4 µM; Methyl-CpG-binding domain protein 2 (Homo sapiens), Q9UBB5; actives 0.31% (n = 370,000); MBD2 binding to methylated oligonucleotide; AID 686964, 2013; in the data active = inhibition above about 13%
Target sequence (Q9UBB5 whole entry, looked up, the tested form may be a part): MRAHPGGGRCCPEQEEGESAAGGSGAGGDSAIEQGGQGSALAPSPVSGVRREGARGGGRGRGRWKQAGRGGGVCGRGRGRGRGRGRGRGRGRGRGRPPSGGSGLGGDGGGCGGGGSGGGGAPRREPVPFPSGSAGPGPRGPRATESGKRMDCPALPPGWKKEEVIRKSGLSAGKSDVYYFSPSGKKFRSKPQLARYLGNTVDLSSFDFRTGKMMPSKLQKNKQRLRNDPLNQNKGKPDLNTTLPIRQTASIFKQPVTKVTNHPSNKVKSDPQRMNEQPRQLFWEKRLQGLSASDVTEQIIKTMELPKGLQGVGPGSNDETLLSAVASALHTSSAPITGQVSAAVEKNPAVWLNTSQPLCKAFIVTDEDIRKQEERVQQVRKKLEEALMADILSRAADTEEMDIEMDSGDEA
UHRF1 MBD2 ctr = UHRF1 methylated DNA binding inhibitors, primary screen, counter-screen for MBD2 inhibitor project, biochemical, TR-FRET, human UHRF1, single concentration | UHRF1 binding to methylated oligo | inhibition, % at 4.4 µM | actives 0.75% (n = 370,000) | AID 687016, 2013; in the data active = inhibition above about 21%;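 note: UHRF1 SRA domain binding a hemimethylated CpG hairpin DNA probe; 0% = median of test compound wells and 100% = reference inhibitor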
ASAP1 inh = inhibitors of human ASAP1 ArfGAP activity, primary screen, biochemical, fluorescence polarization | Arf-GAP with SH3 domain, ANK repeat and PH domain-containing protein 1 (Homo sapiens), … | ASAP1-stimulated ARF1 GTP hydrolysis, GDP FP detection | inhibition, % at 16.5 µM | actives 0.19% (n = 360,000); in the data active = inhibition above about 25%;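 note: 0% = vehicle with enzyme and substrate and 100% = no enzyme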
ADAM17 inh = ADAM17 inhibitors, primary screen, biochemical, QFRET. Disintegrin and metalloproteinase domain-containing protein 17 (Homo sapiens), P78536. recombinant ADAM17, EDANS/DABCYL FRET peptide cleavage. inhibition, % at 6.95 µM. actives 0.83% (n = 370,000);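 active = inhibition above the mean of compounds lying between control limits plus 3 SD, set per campaign, cut at about 8.5% in these data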;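 note: 0% = DMSO-only wells as the low control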
ARFGAP1 inh = inhibitors of rat ARFGAP1 GAP activity, primary screen, biochemical, fluorescence polarization, GDP tracer | inhibition, % at 16.5 µM | Arfgap1-stimulated ARF1 GTP hydrolysis, GDP FP detection | ADP-ribosylation factor GTPase-activating protein 1 (Rattus norvegicus), Q62848 | actives 0.26% (n = 360,000);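 active = inhibition above a per-plate limit, mean inhibition of low control wells plus 3 SD, cut at about 25% in these data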;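 note: 0% = DMSO wells with enzyme and 100% = wells lacking Arfgap1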
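Material – truncated rat Arfgap1 GAP domain · Buffer or medium – HEPES-based buffer, pH 7.5 · Reagent – human ARF1(Δ1-17)-GTP substrate · Dosing – 16.5 µM single point, 1.26% DMSO · Schedule – GTP hydrolysis reaction 2 h at 25 °C · Technique – GDP detection by fluorescence polarization · Benchmarks – No-Arfgap1 wells (100%) versus DMSO full-reaction wells (0%) · Repeats – single replicate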
PLCg1 inh = PLC-gamma1 enzyme inhibitors, primary screen, biochemical, fluorescence, purified enzyme; inhibition, % at 12.2 µM; actives 0.84% (n = 370,000); AID 720700, 2013; fluorogenic substrate; in the data active = inhibition above about 9.5%
PLC-beta3 inh = human PLC-beta3 inhibitors, primary screen, biochemical, fluorescence. actives 0.18% (n = 370,000). Purified PLC-beta3, fluorogenic substrate. AID 720704, 2013. inhibition, % at 12.2 µM. 1-phosphatidylinositol 4,5-bisphosphate phosphodiesterase beta-3 (Homo sapiens), Q01970; in the data active = inhibition above about 11%;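 note: 0% = median of compound wells on plate and 100% = full blocker control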
DDE Tn7 FP inh = inhibitors of Tn7 peptide binding to fibrin DD(E), primary screen, biochemical, fluorescence polarization, human fibrin, Tn7 probe | FP displacement of FITC-Tn7 peptide from fibrin DD(E); 0% = median of compound wells per plate | inhibition, % at 8.3 µM | AID 720508, 2013 | actives 0.13% (n = 370,000);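 active = inhibition above the mean of compounds falling within the control limits plus 3 SD of them, cut at about 14% in these data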;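 note: 0% = plate median of compound wells and 100% = 10 µM Aha-Tn7 peptide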
Target sequence (P02675 whole entry, looked up): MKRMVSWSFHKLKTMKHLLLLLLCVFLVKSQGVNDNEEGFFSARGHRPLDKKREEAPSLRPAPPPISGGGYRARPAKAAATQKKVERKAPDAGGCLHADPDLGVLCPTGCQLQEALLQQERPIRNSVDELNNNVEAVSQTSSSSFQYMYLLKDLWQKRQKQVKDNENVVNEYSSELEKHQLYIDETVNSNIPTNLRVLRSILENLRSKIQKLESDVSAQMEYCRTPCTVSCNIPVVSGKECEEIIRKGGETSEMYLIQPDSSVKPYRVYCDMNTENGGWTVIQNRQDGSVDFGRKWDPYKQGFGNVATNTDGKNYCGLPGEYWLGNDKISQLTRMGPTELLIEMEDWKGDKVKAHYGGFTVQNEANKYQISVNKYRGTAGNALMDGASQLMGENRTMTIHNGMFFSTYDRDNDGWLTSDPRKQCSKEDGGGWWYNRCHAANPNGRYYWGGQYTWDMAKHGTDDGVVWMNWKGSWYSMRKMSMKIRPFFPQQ
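System: human fibrin DD(E); quantity: Fibrin-DD(E) at 2 µM final; also added: fluorescent Tn7 probe at 0.1 µM; compound dosing: single nominal test concentration of 8.3 µM per compound; schedule: 10 min preincubation, 3 h with tracer, room temperature; detection: fluorescence polarization of the labelled Tn7 tracer; repeats: one replicate per compound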
Tn6 DDE FP = inhibitors of Tn6 peptide binding to fibrin DD(E), primary screen, biochemical, fluorescence polarization, human fibrin, Tn6 probe; Fibrinogen beta chain (Homo sapiens), P02675; Fibrin DD(E) TRITC-Tn6 fluorescence polarization displacement; inhibition, % at 8.3 µM; actives 0.21% (n = 370,000);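 active = inhibition above a per-campaign cutoff: mean of compounds within control limits plus 3 SD, cut at about 15% in these data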;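 note: 0% = median of all compound wells on the plate and 100% = blocking peptide control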
KLK7 zymogen act = proKLK7 zymogen activators, primary screen, biochemical, fluorescence intensity; AID 652039, 2013; activation, % at 7 µM; actives 0.9% (n = 370,000); purified proKLK7, EDANS-DABCYL substrate fluorescence; 100% is mature enzyme control, 0% vehicle; Kallikrein-7 (Homo sapiens), P49862;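 active = activation above the mean of all tested compounds plus 3 SD, computed per campaign excluding outliers beyond control limits, cut at about 13% in these data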
Starred values were filed as active, the others as inactive; . = not tested or not shown.

(1) CC1(C)C2CCC1(CS(=O)(=O)N1CCC(C(=O)O)CC1)C(=O)C2 (stereo not given)
(2) Cc1ccc(S(=O)(=O)N2C[C@H]3C(=O)C[C@@H]4C(=O)N(c5ccccc5)C(=O)[C@@H]4[C@@H]3C[C@@H]2c2ccccc2)cc1
(3) N#Cc1ccc(N2C(=O)[C@@H]3C(C(=O)c4ccc5ccccc5n4)=NN[C@@H]3C2=O)cc1
(4) Cc1ccc(OCC(=O)NCCO)c(Br)c1
(5) CCOC(=O)c1nnn(-c2nonc2N)c1-c1ccc(OC)cc1
(6) COc1cc(Cl)ccc1OCc1cc(C(=O)N(C)CCc2c(C)n[nH]c2C)no1
screen / no.,1,2,3,4,5,6
MBD2 inh,-2.2,-0.5,0.1,-1.2,4.3,-0.9
UHRF1 MBD2 ctr,2.8,-1.3,-4.4,2.6,0.4,9.8
ASAP1 inh,8.9,6.7,5.4,11.2,5.0,-4.9
ADAM17 inh,1.0,-1.0,-3.8,-0.7,-1.4,5.1
ARFGAP1 inh,1.9,3.9,-17.3,4.4,3.9,6.3
PLCg1 inh,8.8,0.8,-6.4,2.8,1.9,4.7
PLC-beta3 inh,4.9,0.2,-5.3,0.0,-3.4,-0.8
DDE Tn7 FP inh,-9.8,-5.9,7.9,-4.1,5.5,-6.1
Tn6 DDE FP,-4.7,1.0,-0.5,-3.8,-1.6,-5.8
KLK7 zymogen act,-0.2,0.3,0.3,-0.4,0.1,0.2

(7) COC(=O)[C@]12C[C@H](CC(=O)NCCCN3CCCC3=O)C(=O)N(Cc3ccc(Cl)cc3Cl)C1=C[C@H](C(C)(C)C)O[C@@H]2C
(8) CCC(Sc1nc(C)cc(C)n1)C(=O)NC1=NN=C(c2ccc(C)cc2)CS1 (stereo not given)
(9) Cc1ncn(-c2ccc(C(=O)Oc3ccccc3)cn2)n1
(10) N#CC(=C(O)COC(=O)c1ccc2c(c1)OCCO2)c1nc2ccccc2[nH]1
(11) CCCN1C(=O)/C(=N\OCC(=O)NCC(F)(F)F)c2ccccc21
(12) COC1OCC(O)C(NC(=O)N(C)N=O)C1O (stereo not given)
screen / no.,7,8,9,10,11,12
MBD2 inh,-1.1,4.7,-0.8,-3.0,3.5,1.8
UHRF1 MBD2 ctr,-1.1,-6.4,4.1,-2.9,-1.8,1.7
ASAP1 inh,.,3.4,-4.3,2.9,8.8,-0.9
ADAM17 inh,1.4,0.2,1.6,-4.2,-3.8,4.4
ARFGAP1 inh,.,-4.1,10.0,8.1,9.0,-9.5
PLCg1 inh,-0.1,-1.4,4.8,-19.1,0.3,4.8
PLC-beta3 inh,0.6,-1.2,6.5,-23.6,2.4,2.7
DDE Tn7 FP inh,9.1,-1.8,-3.5,-2.5,5.7,-5.0
Tn6 DDE FP,12.6,7.6,-2.1,-4.9,3.0,-3.0
KLK7 zymogen act,-0.7,0.4,0.1,-0.9,-0.6,-0.2

Some of the entries so far, with bars between the fields.
nr | Compound | MBD2 inh | UHRF1 MBD2 ctr | ASAP1 inh | ADAM17 inh | ARFGAP1 inh | PLCg1 inh | PLC-beta3 inh | DDE Tn7 FP inh | Tn6 DDE FP | KLK7 zymogen act
3 | N#Cc1ccc(N2C(=O)[C@@H]3C(C(=O)c4ccc5ccccc5n4)=NN[C@@H]3C2=O)cc1 | 0.1 | -4.4 | 5.4 | -3.8 | -17.3 | -6.4 | -5.3 | 7.9 | -0.5 | 0.3
4 | Cc1ccc(OCC(=O)NCCO)c(Br)c1 | -1.2 | 2.6 | 11.2 | -0.7 | 4.4 | 2.8 | 0.0 | -4.1 | -3.8 | -0.4
5 | CCOC(=O)c1nnn(-c2nonc2N)c1-c1ccc(OC)cc1 | 4.3 | 0.4 | 5.0 | -1.4 | 3.9 | 1.9 | -3.4 | 5.5 | -1.6 | 0.1
6 | COc1cc(Cl)ccc1OCc1cc(C(=O)N(C)CCc2c(C)n[nH]c2C)no1 | -0.9 | 9.8 | -4.9 | 5.1 | 6.3 | 4.7 | -0.8 | -6.1 | -5.8 | 0.2
7 | COC(=O)[C@]12C[C@H](CC(=O)NCCCN3CCCC3=O)C(=O)N(Cc3ccc(Cl)cc3Cl)C1=C[C@H](C(C)(C)C)O[C@@H]2C | -1.1 | -1.1 | . | 1.4 | . | -0.1 | 0.6 | 9.1 | 12.6 | -0.7
8 | CCC(Sc1nc(C)cc(C)n1)C(=O)NC1=NN=C(c2ccc(C)cc2)CS1 (stereo not given) | 4.7 | -6.4 | 3.4 | 0.2 | -4.1 | -1.4 | -1.2 | -1.8 | 7.6 | 0.4
9 | Cc1ncn(-c2ccc(C(=O)Oc3ccccc3)cn2)n1 | -0.8 | 4.1 | -4.3 | 1.6 | 10.0 | 4.8 | 6.5 | -3.5 | -2.1 | 0.1
10 | N#CC(=C(O)COC(=O)c1ccc2c(c1)OCCO2)c1nc2ccccc2[nH]1 | -3.0 | -2.9 | 2.9 | -4.2 | 8.1 | -19.1 | -23.6 | -2.5 | -4.9 | -0.9
11 | CCCN1C(=O)/C(=N\OCC(=O)NCC(F)(F)F)c2ccccc21 | 3.5 | -1.8 | 8.8 | -3.8 | 9.0 | 0.3 | 2.4 | 5.7 | 3.0 | -0.6

(list continues)
(13) CCn1c(CNc2ccccc2Cl)nnc1SCC(=O)NCc1ccccc1
(14) CN(C(=O)c1ccc([N+](=O)[O-])cc1)c1ccccc1C(=O)NCc1ccccc1
(15) CN(C)CCO[C@@H](c1ccc(Cl)cc1)c1ccccn1
(16) O=S1(=O)C=C[C@@H](CO)N1Cc1ccc(Br)cc1
(17) CC(C)(C)NC(=O)C(c1ccc(-c2ccccc2)cc1)N(C[C@H]1CC[C@@H]([C@@H]2CC[C@H](CO)O2)O1)C(=O)c1ccc2ccccc2c1 (stereo not given in full)
(18) Cn1c(N)c(C(=O)COC(=O)Cc2ccc(Cl)c(Cl)c2)c(=O)n(C)c1=O
screen / no.,13,14,15,16,17,18
MBD2 inh,-1.2,-5.3,-4.0,-0.1,-1.8,-3.0
UHRF1 MBD2 ctr,1.1,-3.7,-1.1,-0.7,4.1,-0.1
ASAP1 inh,-9.2,3.1,-17.6,-11.6,-4.1,-2.1
ADAM17 inh,-3.6,-5.2,-2.7,4.7,10.3*,6.7
ARFGAP1 inh,-15.6,-1.0,-7.7,-4.3,9.1,3.9
PLCg1 inh,-0.6,1.9,1.4,9.2,4.4,1.7
PLC-beta3 inh,-0.1,-7.8,0.0,8.2,4.1,-6.5
DDE Tn7 FP inh,4.2,8.0,2.3,-7.2,2.3,-7.3
Tn6 DDE FP,6.0,3.7,6.6,2.6,-3.7,-7.1
KLK7 zymogen act,0.0,0.8,0.4,0.3,0.0,0.2

(19) NC(Cc1ccc(C(F)(F)F)cc1)c1csc(Nc2ccccn2)n1 (stereo not given)
(20) C[C@H](CO)N1C[C@H](C)[C@@H](CN(C)Cc2cccc(O)c2)OCc2cnnn2CCCC1=O
(21) CCN1CCN(C(c2ccc(OC)cc2)c2nnnn2Cc2ccc3c(c2)OCO3)CC1 (stereo not given)
(22) COC(=O)C1(C(=O)OC)Sc2ccccc2C1=O
screen / no.,19,20,21,22
MBD2 inh,-0.2,-0.1,1.5,2.7
UHRF1 MBD2 ctr,-1.9,0.7,-1.1,5.1
ASAP1 inh,6.2,4.7,-10.6,-11.2
ADAM17 inh,-3.6,-5.7,1.4,-10.0
ARFGAP1 inh,-1.6,0.0,-5.8,-6.2
PLCg1 inh,3.9,-2.1,1.4,-5.7
PLC-beta3 inh,1.8,0.9,-5.6,-3.6
DDE Tn7 FP inh,2.9,3.8,2.8,-4.9
Tn6 DDE FP,-4.3,12.8,5.0,2.1
KLK7 zymogen act,-0.8,0.2,-0.1,0.2
